UPR CHOP act: apoptotic UPR (CHOP) activation. CHO-CHOP luciferase reporter, luminescence; percent of tunicamycin response over DMSO baseline. AID 449763. activation, % at 10 µM. 0.34% of 330,000 active;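 active = at 10 µM dose, activation of 40% or more, normalized to positive control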;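 also: 100% = tunicamycin at 10 µg/mL and 0% = DMSO alone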
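assay system = CHO CHOP reporter cells | amount = 500 CHO-CHOP cells per well | buffer or medium = F12 with 10% FBS | incubation = 16-18 h cell attachment, then 6 h compound exposure, 37 °C | detection = luminescence read with Steady-Glo | read-out = percent activation relative to tunicamycin control | controls = tunicamycin high control, DMSO low control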
Mdm2-MdmX inh: disrupts the human Mdm2-MdmX interaction. O15151+Q00987. 3% of 330,000 active. SaOS-2 split-luciferase Mdm2/MdmX complementation, luminescence. AID 485346. inhibition, % at 8 µM;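 active = inhibition of at least 50% at 8 µM in the primary screen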
XBP1 UPR activ: adaptive UPR (XBP1) activation | CHO-XBP1 luciferase reporter, IRE1-XBP1 UPR activation, luminescence; percent of tunicamycin response, DMSO as zero | activation, % at 20 µM | 0.33% of 330,000 active | AID 463104;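 active = versus positive control, 20 µM dose yields 30% or more activation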;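 also: 100% = tunicamycin at 10 µg/mL and 0% = DMSO only wells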
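Material: CHO cell line with stable XBP1 luciferase reporter; schedule: 16-18 h cell attachment at 37 °C, then 6 h compound exposure; signal: glow luminescence from Steady-Glo reagent; medium: serum-containing F12 medium, 10% FBS; benchmarks: tunicamycin 10 µg/mL and vehicle-only wells; read-out: percent activation relative to tunicamycin reference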
APJ antag: APJ receptor antagonism | inhibition, % at 20 µM | AID 2521 | CHO-K1 APJ beta-arrestin complementation, luminescence | 0.32% of 330,000 active;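 active = inhibition above about 40% at 20 µM, limit read from the data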;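 also: cells challenged with 10 nM apelin-13 agonist together with compound; plate controls were apelin-13 plus DMSO wells for no effect and DMSO wells lacking apelin-13 for full effect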
Target sequence (P35414 whole entry, looked up): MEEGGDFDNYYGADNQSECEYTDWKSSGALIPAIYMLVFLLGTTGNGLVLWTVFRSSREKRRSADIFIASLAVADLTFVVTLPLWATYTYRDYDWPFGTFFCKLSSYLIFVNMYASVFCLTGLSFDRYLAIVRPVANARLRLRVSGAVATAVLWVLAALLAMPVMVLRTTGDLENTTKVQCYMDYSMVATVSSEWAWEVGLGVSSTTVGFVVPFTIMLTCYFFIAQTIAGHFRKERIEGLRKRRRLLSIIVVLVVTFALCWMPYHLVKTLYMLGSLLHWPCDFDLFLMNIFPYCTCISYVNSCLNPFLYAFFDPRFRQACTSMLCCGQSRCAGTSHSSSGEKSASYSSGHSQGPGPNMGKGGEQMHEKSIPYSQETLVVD
tim10-1 inh: inhibits growth of tim10-1 mutant yeast; S. cerevisiae tim10-1 ts strain growth, BacTiter-Glo, 24 h; inhibition, % at 20 µM; 2.2% of 330,000 active; AID 463190;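 active = inhibition of at least 40%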;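 also: mutant grown at 25 °C; 0% = DMSO wells with yeast and 100% = wells holding no yeast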
APJ ag: agonists of human APJ apelin receptor | P35414 | activation, % at 20 µM | AID 2520 | CHO-K1 APJ PathHunter beta-arrestin, luminescence; 0% DMSO wells, 100% apelin | 0.11% of 330,000 active;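 active = activation more than six SD over the plate average, tested at 20 µM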;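 also: 0% = DMSO alone and 100% = apelin-13 at 10 nM; some results filed as inactive read as strong as hits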
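Test system: CHO-K1 APJ beta-arrestin complementation cell line. Amount: cell density 1000 per well. Controls: DMSO negative, 10 nM Apelin-13 positive. Signal: luminescent beta-gal fragment complementation, chemiluminescent substrate. Read-out basis: agonist-driven arrestin binding to APJ. Timing: compound stimulation 90 min at 25 °C, detection 60 min.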
TIM10 inh: growth inhibitors of TIM10 yeast strain. S. cerevisiae TIM10 strain growth, BacTiter-Glo luminescence, 24 h. inhibition, % at 10 µM. 1.4% of 330,000 active;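 active = inhibition of 40% or more at the single tested concentration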;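 also: wild-type TIM10 isogenic control strain grown at permissive 25 °C; 0% = DMSO yeast wells and 100% = minimal medium wells without yeast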
tim23-1 inh: growth inhibitors of tim23-1 mutant yeast; S. cerevisiae tim23-1 growth, BacTiter-Glo luminescence, 24 h; inhibition, % at 20 µM; 1.3% of 330,000 active; AID 463212;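 active = growth inhibition of the mutant yeast at or above 50%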;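 also: temperature-sensitive mutant grown at 25 °C; plate controls were DMSO-treated mutant yeast for no effect and medium wells lacking yeast for full effect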
CXCR6 inh: blocks human CXCR6 beta-arrestin recruitment; O00574; CHO-K1 PathHunter CXCR6 beta-arrestin, luminescence; inhibition, % at 20 µM; 0.36% of 360,000 active; in the data active = inhibition above about 34%, passing the limit was not always enough;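 also: antagonist mode with CXCL16 agonist at 10 nM final; 0% = 10 nM CXCL16 with DMSO and 100% = unstimulated wells without agonist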
Target sequence (O00574 whole entry, looked up): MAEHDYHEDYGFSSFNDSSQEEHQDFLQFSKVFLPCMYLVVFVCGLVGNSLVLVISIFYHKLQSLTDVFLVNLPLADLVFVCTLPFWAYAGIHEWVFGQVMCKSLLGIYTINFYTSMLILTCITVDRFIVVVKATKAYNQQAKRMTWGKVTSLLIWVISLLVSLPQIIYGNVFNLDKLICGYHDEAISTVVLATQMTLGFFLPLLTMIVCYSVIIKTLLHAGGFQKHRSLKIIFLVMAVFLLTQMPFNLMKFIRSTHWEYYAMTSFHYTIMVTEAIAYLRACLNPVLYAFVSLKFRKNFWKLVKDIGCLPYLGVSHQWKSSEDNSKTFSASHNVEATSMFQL
The depositor's hits bear a star. A portion of the library; rates above refer to the full screens.

SMILES | UPR CHOP act | Mdm2-MdmX inh | XBP1 UPR activ | APJ antag | tim10-1 inh | APJ ag | TIM10 inh | tim23-1 inh | CXCR6 inh
COc1cccc(Cn2cccc(NC(=O)Nc3ccccc3C)c2=O)c1 | -0.7 | 26 | -2 | -2 | 9 | -1 | 1 | 16 | -10
CC(=O)Cc1c(C(=O)O)c(C)nn1-c1ccccc1 | -1.0 | 11 | -3 | 6 | 2 | -1 | 11 | -3 | 4
CCCC[n+]1ccn(-c2nc3ccccc3nc2[N-]S(=O)(=O)c2ccccc2)c1 | -1.2 | 21 | -1 | 19 | -1 | 0 | 7 | 6 | 0
COc1ccc(S(=O)(=O)Nc2nnc(C(C)(C)C)s2)cc1 | -1.0 | -7 | -6 | 25 | 4 | 0 | 12 | 10 | 0
CCn1cc(CNC(=O)C2C3CCC(C3)C2C(=O)O)cn1 (stereo not drawn) | -2.1 | 6 | -1 | -9 | 11 | -2 | 2 | 8 | 4
CCCn1nc(C(=O)NCC(C)(C)N2CCOCC2)c2ccccc2c1=O | -0.9 | -11 | -1 | -30 | 2 | -1 | 8 | 8 | 4
O=C(CCn1c(=S)[nH]c2cc3c(cc2c1=O)OCO3)NCc1ccccc1Cl | 1.8 | 11 | -3 | -3 | -6 | 0 | -4 | -6 | 2
NC(=O)c1ccccc1NC(=O)c1ccoc1 | 0.8 | 20 | 0 | 3 | 10 | -2 | 17 | 9 | -7
CNC(=S)Nc1cc(C(F)(F)F)ccc1Cl | -1.7 | -14 | -2 | 2 | -4 | 0 | 3 | 3 | 7
CCOCCCn1c(NN)nc2ccccc2c1=O | 1.2 | 5 | 1 | -45 | -6 | 0 | 11 | 18 | 2
CN(CC(=O)Nc1ccc(F)c(F)c1)S(=O)(=O)c1cccs1 | 0.5 | 11 | 9 | 0 | -3 | 3 | -2 | -1 | 1
CCOc1ccc2nc(NC(=O)CSc3ccc(Cl)cc3)sc2c1 | 2.5 | -24 | 0 | -1 | 5 | 1 | 26 | 12 | -4
CC(=O)C(C)n1c(CN(C)Cc2ccccc2)nc2c1c(=O)n(C)c(=O)n2C (stereo not drawn) | 0.5 | -9 | -7 | -3 | 5 | -2 | 1 | 9 | -2
O=C1c2ccc3c4c(ccc(c24)C(=O)N1c1ccc2ccccc2c1)CC3 | -1.4 | 32 | -2 | -6 | 18 | 7 | 12 | -2 | 9
N#CC(C#N)=NNc1ccc(S(=O)(=O)N2CCCC2)cc1 | 0.0 | 13 | -3 | 8 | 4 | -4 | -6 | 11 | 14
O=C(CCc1ccccc1)n1nc(-c2ccccc2)nc1NCc1ccco1 | 4.1 | -25 | 0 | 19 | 31 | -1 | 12 | 2 | 7
Cc1cccc(C(=O)NC(=S)Nc2ccc(S(=O)(=O)N3CCCCC3)cc2)c1 | 1.6 | 41 | -1 | 9 | 17 | -3 | 0 | 23 | 18
CCN(CC(=O)Nc1ccccc1C(F)(F)F)C(=O)CCc1nc2ccccc2c(=O)[nH]1 | 0.0 | 32 | -1 | 17 | -2 | -4 | 11 | 2 | -3
Nc1ccc(Cc2nc3c(ccc4ccccc43)[nH]2)cc1 | 4.0 | -9 | 4 | -1 | 7 | 3 | 12 | 10 | -5
Cc1ccc(SCC(=O)O/N=C(\N)c2cccc([N+](=O)[O-])c2)cc1 | -2.3 | -25 | -1 | 6 | 16 | -3 | 20 | 8 | 0
C[C@H](CO)N1C[C@H](C)[C@@H](CN(C)Cc2ccncc2)Oc2c(NC(=O)CCC(F)(F)F)cccc2C1=O | 0.7 | -4 | -1 | 0 | -6 | -1 | 4 | -1 | 7
CCOc1ccc(NC(=O)CCC(=O)NNC(=O)c2ccccc2Cl)cc1 | 0.6 | -9 | -1 | 28 | 7 | 9 | -1 | 17 | -12
O=C(CSc1nc2ccccc2c(=O)n1-c1ccc(F)cc1)Nc1ccc(N2CCOCC2)cc1 | -1.0 | -25 | 1 | -4 | 12 | -2 | 15 | 8 | 3
COCC(C)NC(=S)NC(=O)c1cc(S(=O)(=O)N2CCOCC2)ccc1C (stereo not drawn) | -2.6 | -2 | -4 | 16 | 0 | -6 | -8 | 14 | -11
Cc1ccc(NC(=O)CCCNC(=O)c2ccc(Cl)cc2)c(Br)c1 | 0.2 | -13 | 5 | 12 | 9 | -4 | -27 | -12 | -1
COc1ccc(N2CCN(C(=O)/C(C#N)=C/c3ccccc3)CC2)cc1 | -0.5 | 7 | -2 | -12 | 19 | -1 | 36 | 41 | 9
Cc1csc(NC(=O)C(NC(=O)c2ccccc2F)C(C)C)n1 (stereo not drawn) | -2.7 | 14 | 1 | -17 | -14 | 0 | -10 | 6 | 4
CCn1c(SCC(=O)Nc2nccs2)nnc1-c1ccncc1 | 0.1 | 7 | 1 | 7 | 12 | -12 | 5 | 3 | -5
C=CCNc1nc(Cl)nc(Nc2ccc(OC)cc2)n1 | 0.1 | 23 | 5 | 7 | 34 | 1 | -12 | 1 | -4
CCc1ccccc1NC(=O)CN1CCN(CC(=O)NCc2ccc(Cl)cc2)CC1 | 0.9 | -12 | -1 | -8 | -7 | -7 | 2 | 9 | 3

An excerpt from above in order of SMILES length, largest number first:
SMILES | UPR CHOP act | Mdm2-MdmX inh | XBP1 UPR activ | APJ antag | tim10-1 inh | APJ ag | TIM10 inh | tim23-1 inh | CXCR6 inh
O=C(CSc1nc2ccccc2c(=O)n1-c1ccc(F)cc1)Nc1ccc(N2CCOCC2)cc1 | -1.0 | -25 | 1 | -4 | 12 | -2 | 15 | 8 | 3
COCC(C)NC(=S)NC(=O)c1cc(S(=O)(=O)N2CCOCC2)ccc1C (stereo not drawn) | -2.6 | -2 | -4 | 16 | 0 | -6 | -8 | 14 | -11
COc1ccc(N2CCN(C(=O)/C(C#N)=C/c3ccccc3)CC2)cc1 | -0.5 | 7 | -2 | -12 | 19 | -1 | 36 | 41 | 9
Cc1ccc(NC(=O)CCCNC(=O)c2ccc(Cl)cc2)c(Br)c1 | 0.2 | -13 | 5 | 12 | 9 | -4 | -27 | -12 | -1
Cc1csc(NC(=O)C(NC(=O)c2ccccc2F)C(C)C)n1 (stereo not drawn) | -2.7 | 14 | 1 | -17 | -14 | 0 | -10 | 6 | 4
Nc1ccc(Cc2nc3c(ccc4ccccc43)[nH]2)cc1 | 4.0 | -9 | 4 | -1 | 7 | 3 | 12 | 10 | -5
C=CCNc1nc(Cl)nc(Nc2ccc(OC)cc2)n1 | 0.1 | 23 | 5 | 7 | 34 | 1 | -12 | 1 | -4

Additional compounds.
SMILES | UPR CHOP act | Mdm2-MdmX inh | XBP1 UPR activ | APJ antag | tim10-1 inh | APJ ag | TIM10 inh | tim23-1 inh | CXCR6 inh
CCN(CC)S(=O)(=O)c1ccc(C(=O)NNC2=NS(=O)(=O)c3ccccc32)cc1 | -0.2 | 31 | -3 | -32 | 12 | -3 | -12 | 0 | 3
Cc1cnc2cc(Cl)c(Cl)cc2n1 | -1.1 | -3 | -3 | -26 | 0 | -2 | -4 | 6 | -8
CCOC(=O)CN1C(=O)N[C@@H](c2cccc(F)c2)C(C(C)=O)=C1C | -0.4 | -29 | -1 | 4 | 23 | -3 | 14 | 14 | 5
COc1ccc(S(=O)(=O)N(C)CC(=O)NCCN2CCOCC2)cc1C | 1.3 | 20 | 1 | 13 | 11 | -3 | 1 | -7 | -4
Cc1ccc(Sc2cc(C(F)(F)F)nc(N(C)C)n2)cc1 | -1.2 | 6 | 1 | -5 | 3 | -2 | 6 | -6 | -8
COc1ccc(/C=N/Nc2ncnc3c2[nH]c2ccccc23)c(OC)c1OC | 0.6 | -3 | 0 | -6 | -4 | 0 | -1 | -18 | -8
Cc1ccccc1OCC(=O)NCCN(C)C | 1.7 | -6 | 1 | 7 | -11 | 1 | -2 | 12 | 0
COc1ccc(CCNC(=O)CC(c2ccccc2)c2cc(C)ccc2O)cc1OC (stereo not drawn) | 1.3 | 17 | 7 | 0 | 24 | 3 | 3 | 14 | -15
Cc1sc(NC(=O)C2CSC3(C)CCC(=O)N23)nc1-c1ccccc1 (stereo not drawn) | 0.4 | 46 | 0 | 15 | 28 | -6 | 15 | 42 | -7
COc1cc(/C=C(/C#N)c2ccccc2F)ccc1OCc1ccccc1 | 1.7 | 1 | 2 | -10 | 3 | -3 | -6 | 18 | 7
Cc1noc(C)c1S(=O)(=O)N(CC(=O)NCc1ccccc1)c1ccc(C(C)C)cc1 | -1.4 | 8 | -6 | 14 | 17 | 2 | -4 | 18 | 13
Clc1ccc(COc2ccccc2CNCc2cccnc2)cc1 | -1.6 | 20 | -1 | 1 | -13 | 0 | -4 | -7 | -3
COc1ccc(C)cc1C(=O)CCC(=O)Nc1ccccc1N1CCOCC1 | -1.2 | 1 | -1 | 4 | 26 | -1 | 0 | 5 | 3
Cc1ccc(S(=O)(=O)NCC(=O)OCC(=O)c2cccs2)cc1 | 0.0 | -11 | -3 | 4 | 3 | -4 | -1 | 5 | -17
Cc1c(N=N/C(C(=O)Nc2ccccc2)=C(/O)c2ccccc2)c(=O)n(-c2ccccc2)n1C | 2.4 | 14 | -2 | 22 | 13 | -5 | 19 | 18 | 24
O=C(NNC(=O)c1cccc2ccccc12)c1ccco1 | -0.7 | -7 | -1 | 22 | 4 | 2 | -6 | -5 | -6
Cc1noc(C)c1COC(=O)c1cccnc1Cl | 0.2 | -12 | 1 | 9 | 7 | 0 | -24 | -1 | 1
Cc1csc(NC(=O)CSc2nnc(-c3ccoc3C)n2Cc2ccco2)n1 | -1.4 | 15 | -1 | 5 | 4 | -1 | -12 | 14 | -4

A different layout for some results above:
mol	UPR CHOP act	Mdm2-MdmX inh	XBP1 UPR activ	APJ antag	tim10-1 inh	APJ ag	TIM10 inh	tim23-1 inh	CXCR6 inh
CCOC(=O)CN1C(=O)N[C@@H](c2cccc(F)c2)C(C(C)=O)=C1C	-0.4	-29	-1	4	23	-3	14	14	5
COc1ccc(S(=O)(=O)N(C)CC(=O)NCCN2CCOCC2)cc1C	1.3	20	1	13	11	-3	1	-7	-4

Screening results: PubChem, Sanford-Burnham Center for Chemical Genomics
